Compound activity: PubChem BioAssay, National Center for Advancing Translational Sciences (NCATS)
3T3 cytotox: Cytotoxic Profiling in NIH 3T3 Cell Line of Diverse Libraries Using Quantitative High-Throughput Screening; NIH 3T3 viability, CellTiter-Glo ATP luminescence, 48-72 h; Potency, µM (highest dose often 96.7 µM), without a hit: at the top dose activity change, negative = cytotoxicity, most hits filed as inhibitors; 94,000 tested, 4.3% active; AID 1345082, 2018; further: potency means the concentration at half of the fitted maximal effect; nearly all actives have a fitted effect of over 55% in size
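First NIH 3T3 cells are plated at 400 cells/well; next compound is pinned in; then plates incubate 48 or 72 hr at 37 °C; finally CellTiter-Glo is added and luminescence read after 10 min.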
SNCA expr inh: Primary qHTS assay for inhibitors of alpha-synuclein gene (SNCA) expression. 140,000 tested, 0.17% active. Potency, µM (highest dose often 57.2 µM), for inactives: at the top dose activity change, negative = inhibition, actives largely listed as inhibitors. HEK-293 SNCA-luciferase knock-in, luminescence, 24 h;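 further: potency means the concentration at half of the fitted maximal effect; plate controls were DMSO cells for no effect and cell-free wells for full effect; nearly all actives have a fitted effect of over 45% in size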
HEK293 tox: Cytotoxic Profiling in HEK 293 Cell Line of Diverse Libraries Using Quantitative High-Throughput Screening | 94,000 tested, 6.6% active | AID 1345083, 2018 | Potency, µM (highest dose often 115 µM), for inactives: top-dose activity change, negative = cytotoxicity, actives largely listed as inhibitors | HEK 293 viability, ATP luminescence (CellTiter-Glo), 48-72 h; further: potency means the concentration at half of the fitted maximal effect; nearly all actives have a fitted effect of over 60% in size
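CellTiter-Glo luminescence (cellular ATP) was read after 48 or 72 hr of compound exposure at 37 degree Celsius. Cells were HEK 293 plated at 250 cells/well.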
GPT2 inh: Primary qHTS assay for inhibitors of Glutamate pyruvate transaminase 2 (GPT2) | 100,000 tested, 0.25% active | Potency, µM (top dose mostly 57.7 µM), without a hit: at the top dose activity change, negative = inhibition, actives largely listed as inhibitors | Alanine aminotransferase 2 (Homo sapiens), Q8TD30 | Recombinant GPT2, coupled pyruvate oxidase/HRP Amplex Red fluorescence; further: potency means the concentration at half of the fitted maximal effect; nearly all actives have a fitted effect of over 60% in size; many of its hits are not listed in these tables
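GPT2 10ng/uL, a-KG 250uM, L-Ala 2mM, HEPES pH7.5 + 0.0001% Tween; 30 min RT. Then Amplex mix (PO/HRP/ThPP), 30 min RT dark, fluorescence. AOA 50uM used as positive control.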
FLuc inh: Firefly luciferase inhibition profiling of diverse chemical library using quantitative high-throughput screening; Luciferin 4-monooxygenase (Photinus pyralis), P08659; purified P. pyralis luciferase, luminescence, biochemical; Potency, µM (titrated, usually from 115 µM), inactives show at the highest dose activity change, negative = inhibition, usual class: inhibitors; 76,000 tested, 2.5% active; further: potency means the concentration at half of the fitted maximal effect; nearly all actives have a fitted effect of over 65% in size
Target sequence (P08659 whole entry, looked up): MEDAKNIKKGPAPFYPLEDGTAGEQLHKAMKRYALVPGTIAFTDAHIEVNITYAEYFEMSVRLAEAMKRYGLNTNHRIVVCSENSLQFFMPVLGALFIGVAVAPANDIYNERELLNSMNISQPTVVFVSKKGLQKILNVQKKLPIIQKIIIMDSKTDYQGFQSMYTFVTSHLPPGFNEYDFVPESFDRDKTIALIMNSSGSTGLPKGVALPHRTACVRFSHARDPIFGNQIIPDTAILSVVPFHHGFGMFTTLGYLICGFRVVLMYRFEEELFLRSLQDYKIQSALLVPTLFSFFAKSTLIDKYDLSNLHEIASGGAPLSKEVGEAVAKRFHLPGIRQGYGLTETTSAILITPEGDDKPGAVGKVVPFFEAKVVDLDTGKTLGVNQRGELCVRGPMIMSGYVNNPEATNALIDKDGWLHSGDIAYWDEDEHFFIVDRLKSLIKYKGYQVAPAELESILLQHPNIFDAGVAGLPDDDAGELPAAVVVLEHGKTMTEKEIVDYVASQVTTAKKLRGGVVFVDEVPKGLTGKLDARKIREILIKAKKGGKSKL
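Luminescence read by CCD imager after adding enzyme (10nM final) to wells holding compound, titrated in qHTS. Substrates 10uM each D-luciferin and ATP; buffer 50mM Tris acetate pH 7.5, 10mM Mg acetate, Tween-20, BSA.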
IP6K1 inhibitor: Primary qHTS assay for small molecule inhibitors of Inositol hexaphosphate kinase 1 (IP6K1); 140,000 tested, 0.81% active; IP6K1 kinase, ADP-Glo luminescence, 2 h; active compounds read low; Inositol hexakisphosphate kinase 1 (Homo sapiens), Q92551; activity change, % (series mostly up to about 58 µM); in the data active means activity change below about -25%
Target sequence (Q92551 whole entry, looked up): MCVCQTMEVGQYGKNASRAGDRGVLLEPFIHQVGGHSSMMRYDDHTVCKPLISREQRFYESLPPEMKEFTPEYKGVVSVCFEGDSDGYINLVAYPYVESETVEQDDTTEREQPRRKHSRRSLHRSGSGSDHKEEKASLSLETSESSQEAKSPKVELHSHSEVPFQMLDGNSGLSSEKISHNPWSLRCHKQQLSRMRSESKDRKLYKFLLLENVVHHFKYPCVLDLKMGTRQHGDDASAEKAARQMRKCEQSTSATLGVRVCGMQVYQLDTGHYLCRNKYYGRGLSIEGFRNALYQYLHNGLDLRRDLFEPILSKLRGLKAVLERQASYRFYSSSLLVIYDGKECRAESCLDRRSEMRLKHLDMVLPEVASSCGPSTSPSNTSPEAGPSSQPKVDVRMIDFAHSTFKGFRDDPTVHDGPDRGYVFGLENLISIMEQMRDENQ
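ADP-Glo luminescence measures ADP made by human IP6K1 during a 2 h RT reaction with ATP/IP6 (mix at 1.3 mM/130 uM); top library doses 57.5 and 19.1 uM final.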
HEK293 viab: GF-AFC viability counterscreen for inhibitors of alpha-synuclein gene (SNCA) expression; HEK-293-SNCA-luc viability, GF-AFC fluorescence, 24 h; Potency, µM (series often up to 57.1 µM), inactives show at the top dose activity change, negative = cytotoxicity, hits mostly cytotoxic; 150,000 tested, 0.12% active; AID 1671193, 2021;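 further: potency means the concentration at half of the fitted maximal effect; 0% = DMSO-treated cells and -100% = medium-only wells without cells; nearly all actives have a fitted effect of over 30% in size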
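HEK-293-SNCA-luc cells (1500/well) plated 24 h, then exposed 24 h to a dilution series; GF-AFC added 30 min at 37C, fluorescence 405/540 nm; normalised to medium-only and DMSO wells, Hill fit.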
The depositor's hits bear a star; i = inactive; ? = inconclusive; / = not tested or not shown; [ ] = dose if it differs, or a comment. Unless noted, the call rests on the fitted dose curve; in most records, active means well fitted curve in the direction sought with a large enough effect; inconclusive means small, poorly fitted or top-dose-only effect, or another doubt; inactive means no such curve, though single readings can be large; an effect the other way counts as inactive or inconclusive. Unless noted, on the % scale 0 is the no-effect control and ±100 the full control effect. This is a subset. The share of hits here may be higher or lower than overall.

SMILES	3T3 cytotox	SNCA expr inh	HEK293 tox	GPT2 inh	FLuc inh	IP6K1 inhibitor	HEK293 viab
O=C([C@@H]1C[C@H](F)CN1C(=O)Cc1ccccc1Cl)N1CCCCC1	-2%	3%	9%	1%	-6%	-1	8%
CCS(=O)(=O)N1CCCN(C)c2ccccc21	-22%	4%	-21%	i	-5%	-5	3%
COc1ccc(-n2c(=O)c(C(=O)NCc3ccc(C(F)(F)F)cc3)nc3cccnc32)cc1	?	2%	?	-6%	/	10	-10%
COCCN1CCCCC(CC(=O)Nc2cccc(OC)c2)C1=O (centres undefined)	-21%	12%	-15%	i	-10%	-1	-3%
O=Cc1ccccc1-c1cccc(Cl)c1	?	25%[87.6 µM]	?	-9%[88.5 µM]	/	-23	-1%[87.6 µM]
COc1ccc(CCCc2nnc(SCC(=O)Nc3ccccc3F)o2)cc1C	/	?	/	/	/	-14	-3%
Cc1nc(C)c(C(=O)NCC(=O)N2CCCCCNC(=O)CC2c2ccccc2)s1 (centres undefined)	-3%	4%	i	3%	6%	5	-9%
C#CCN(C)C(=O)C[C@@H]1c2nc(NC(=O)c3ccc(OC)cc3)sc2C[C@@H]2[C@](C)(CO)[C@H](O)CC[C@]21C	-24%	-3%	?	5%	-23%	-1	-8%
COC(=O)[C@@H]1Cc2c([nH]c3ccccc23)[C@H]2C[C@@H](NCCN3CCOCC3)C[C@@H](c3ccc(C(F)(F)F)cc3)N21	14µM*	?	7.9µM*	-18%	-11%	-7	?
Cc1ncc2c(c1CNC(=O)c1ccccc1-c1ncc[nH]1)CCNC2	-4%	-23%	4%	-2%	-4%	0	12%
O=C(Cc1cccc(F)c1)N1CCC2(CC1)NC(=O)N(c1ccccc1Cl)N2	?	-6%	?	?	1%	13	-8%
NC(=O)CO[C@@H]1CO[C@H]2[C@@H]1OC[C@@H]2NC(=O)Nc1cccc2ccccc12	i	-16%[87.6 µM]	i	-23%[88.5 µM]	0%[172 µM]	-13	4%[87.6 µM]
CSc1ccc(-c2cccc(C(=O)NCC(=O)NCc3ccc(F)cc3)c2)cc1	?	-24%	16µM*	i	/	4	-3%
O=C(NC1CCN(c2cnn(Cc3ccccc3)c(=O)c2)CC1)C1CCC1	-14%	-4%	-23%	i	6%	32	18%
Cc1ccc(NC(=O)c2cc(S(=O)(=O)NC3CCCCC3)ccc2F)cc1Cl	/	?	/	/	/	38	-18%
CCCC(=O)NC1CN(c2ccnc3ccnn23)C1	-14%[138 µM]	12%[87.6 µM]	-1%[172 µM]	i	/	21	5%[87.6 µM]
CCCn1c2ccccc2c2cnn(CC(=O)N(CC)c3cc(C)ccc3C)c(=O)c21	/	?	/	/	/	3	-20%
COc1cc(OC)cc(C(=O)Nc2cccc(-c3cn4cccnc4n3)c2)c1	/	-12%	/	/	/	-14	-1%
O=C1Nc2ccccc2C12CN(CC1CCCCC1)C2	-19%[138 µM]	-7%[87.6 µM]	-27%[172 µM]	3%[88.5 µM]	/	-10	-12%[87.6 µM]
Nc1ncc(S(=O)(=O)NCc2ccc(F)cc2)cn1	/	3%	/	/	/	0	-2%
CC(C)c1ccc(CNCCSc2nnnn2C)cc1	/	22%	/	/	/	18	-6%
O=C(CN1CCN(c2ncccn2)CC1)NCc1ccc2nonc2c1	-11%	-4%	-24%	i	14%	25	1%
COc1ccc(OC)c(C2N=C(N)Nc3nc4ccccc4n32)c1 (centres undefined)	/	-7%	/	/	/	21	-9%
COC(=O)c1cccc(NC(=O)c2ccc3c(c2)N(C)C2CCCCN2C3=O)c1 (centres undefined)	?	30%	?	i	?	14	21%[12.5 µM]
CN(Cc1cccc(-n2cccn2)c1)Cc1nc(-c2cccs2)no1	-24%	?	79µM*	0%	3%	13	0%
C[C@@H]1O[C@@H](O[C@H]2[C@H](O[C@H]3[C@H](O[C@H]4CC[C@@]5(C=O)C(CC[C@]6(C)C5CC=C5C7CC(C)(C)C[C@@H](O)[C@]7(C)CC[C@]56C)C4(C)C)O[C@H](C(=O)O)[C@@H](O)[C@@H]3O)OC[C@@H](O)[C@@H]2O)[C@H](O)[C@H](O)[C@H]1O (some centres undefined)	/	/	/	i	/	-2	-13%[12.5 µM]
Cc1cc(C2CCCN2C(=O)C2CCN(C(=O)C3CCCC3)CC2)on1 (centres undefined)	-19%	-2%	-9%	-11%	-10%	6	8%
COc1cccc(CC(=O)N2CCC3(CC2)N(C)C(=O)CS3(=O)=O)c1	?	?	-11%	-3%	-10%	-3	?
Cc1ccc(NC(=O)CSc2nc3c(c(=O)[nH]2)CN(Cc2ccccc2)CC3)cc1Cl	/	-6%	/	/	/	0	-9%
O=C(Nc1ccccc1)N1CCN(C(=O)c2nc3cccnc3n(C3CC3)c2=O)CC1	-16%	-18%	i	-18%	/	9	9%
O=C(C1CC1)N1CCC(C(=O)N2CCC(N3Cc4ccccc4C3=O)CC2)CC1	-15%	-10%	-10%	-2%	/	13	0%
CNC(=O)[C@H]1C[C@H](Oc2ccccc2)CN1C(=O)CCc1nc2ccccc2s1	4%	145%[activator]	-5%	1%	?	18	7%
O=[S+]([O-])(c1ccc(Br)cc1)c1nnn2c1nc(NC1CCCC1)c1ccccc12	-6%	-2%	i	-13%	/	5	-1%
COc1ccc(NC(=O)CSc2nc3ccccc3n2CC(=O)N2CCCCC2C)cc1 (centres undefined)	/	-10%	/	/	/	3	?
COc1ccc(-c2noc([C@@H]3CCCN3C(=O)c3cccc(C)c3)n2)cc1OC	?	-14%	?	i	-6%	1	0%
Cc1noc(-c2ccc(OC3CN(C(=O)NCCc4ccccc4)C3)cc2)n1	-28%	31%[activator]	?	-10%	-1%	2	-4%
O=C(CCc1c[nH]c2ccccc12)NC1CCc2n[nH]c(=O)n2CC1 (centres undefined)	i	3%	i	0%	-2%	0	2%
O=S(=O)(NC[C@H]1Cn2c(-c3ccc(F)cc3)cnc2CO1)c1ccc(Cl)cc1	?	?	100µM*	-11%[88.5 µM]	0%[172 µM]	3	-19%[87.6 µM]
CC(=O)NC1(C)CCCN(Cc2cc(-c3cccc(N4CCOCC4)c3)cs2)C1 (centres undefined)	-24%[138 µM]	-12%[87.6 µM]	?	4%[88.5 µM]	?	-2	-1%[87.6 µM]
O=C(NCc1ccccc1)c1cn(C2CN(C(=O)NCc3ccccc3)C2)nn1	-23%	18%	?	i	-1%	0	-10%
CC1=C(C(=O)Nc2cc(Cl)ccc2C)C2(CCCCC2)OC1=O	/	-2%	/	/	/	8	2%
Cc1ncn(CC(=O)N[C@H]2CCOC[C@H]2C2CCOCC2)c1C	-13%	7%	-12%	i	0%	12	3%
O=C1Nc2ccc(-c3ccc4c(c3)OCO4)cc2C(=O)N2CCN(C(=O)COc3ccccc3)C[C@H]12	-34%	4%	?	-10%	-16%	-14	-1%
CCn1c2c(c(=O)n1Cc1ccccc1)CCN(C(=O)C1CCC(OC)CC1)C2 (centres undefined)	?	7%[87.6 µM]	0%[172 µM]	2%[88.5 µM]	1%[172 µM]	9	-5%[87.6 µM]
COCC(=O)N1CC(C(=O)NC2CCCCC2)C2(CCOCC2)C1 (centres undefined)	-12%	-7%	-14%	0%	-12%	12	11%
C[C@H](C(=O)N1Cc2ccccc2CC2(CCN(Cc3ccncc3)CC2)C1)c1ccccc1	?	13%	50µM*	1%	/	4	-9%
COc1ccc(C(=O)NCC(=O)N2CCCCCCNC(=O)CC2c2ccccc2)cc1 (centres undefined)	-5%	-9%	-26%	2%	3%	0	-10%
COC1CCCN(c2cc(-c3ccc(Cl)cc3)nc3c(C)noc23)C1 (centres undefined)	?	?	56µM*	-12%[88.5 µM]	4%[172 µM]	-5	3%[87.6 µM]
CC(C)N1C(=O)C2(CCCC2)C1C(=O)Nc1ccc2c(c1)N(C)CCC2 (centres undefined)	i	-10%	-3%	-3%	1%	-11	1%
COC(=O)C1(C)CCC2(C(=O)O)CCC3(C)C(=CCC4C5(C)CC(O)C(OC6OCC(O)C(O)C6O)C(C)(CO)C5CCC43C)C2C1 (centres undefined)	/	/	/	0%[17.1 µM]	/	7	-8%[23.9 µM]
O=C1NC2(CCN(Cc3ccc(OC(F)(F)F)cc3)C2)Oc2ccccc21 (centres undefined)	?	-29%	?	3%	-3%	30	-5%
Cc1ccc(-c2nn(CC(=O)NCc3ccccc3)c3c2cnc2ccc(F)cc23)cc1C	/	38%[activator]	/	/	/	18	-13%

Entries listed so far with a Cl atom:
SMILES	3T3 cytotox	SNCA expr inh	HEK293 tox	GPT2 inh	FLuc inh	IP6K1 inhibitor	HEK293 viab
O=C([C@@H]1C[C@H](F)CN1C(=O)Cc1ccccc1Cl)N1CCCCC1	-2%	3%	9%	1%	-6%	-1	8%
O=Cc1ccccc1-c1cccc(Cl)c1	?	25%[87.6 µM]	?	-9%[88.5 µM]	/	-23	-1%[87.6 µM]
O=C(Cc1cccc(F)c1)N1CCC2(CC1)NC(=O)N(c1ccccc1Cl)N2	?	-6%	?	?	1%	13	-8%
Cc1ccc(NC(=O)c2cc(S(=O)(=O)NC3CCCCC3)ccc2F)cc1Cl	/	?	/	/	/	38	-18%
Cc1ccc(NC(=O)CSc2nc3c(c(=O)[nH]2)CN(Cc2ccccc2)CC3)cc1Cl	/	-6%	/	/	/	0	-9%
O=S(=O)(NC[C@H]1Cn2c(-c3ccc(F)cc3)cnc2CO1)c1ccc(Cl)cc1	?	?	100µM*	-11%[88.5 µM]	0%[172 µM]	3	-19%[87.6 µM]
CC1=C(C(=O)Nc2cc(Cl)ccc2C)C2(CCCCC2)OC1=O	/	-2%	/	/	/	8	2%
COC1CCCN(c2cc(-c3ccc(Cl)cc3)nc3c(C)noc23)C1 (centres undefined)	?	?	56µM*	-12%[88.5 µM]	4%[172 µM]	-5	3%[87.6 µM]
